HT1080 viability = cytotoxicity in HT1080 fibrosarcoma cells, cell-based, fluorescence readout (AID 620). HT1080 viability, fluorescence; higher % means a stronger effect. cytotoxicity, % at 10 µM, or EC50 in µM where a hit was titrated. hit rate 0.42% among 87,000; in the data active means cytotoxicity above about 50%;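 further: cells exposed to compound overnight then 4 h with Alamar Blue; 0% = vehicle DMSO and 100% = killing control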
Numbers without * were called inactive.

canonical_smiles	HT1080 viability
O=C(O)Cc1ccc(C(=O)c2ccc(Cl)cc2)s1	-4.0%
CCc1ccc(NC(=O)N(CCN2CCOCC2)Cc2ccc3c(c2)CCCN3CC)cc1	-2.7%
Cc1ccccc1-n1nc(C)c2cc(C(=O)N3CCN(S(=O)(=O)c4ccc(Cl)cc4)CC3)sc21	-15.8%
CC1CCCN(C(=O)c2ccc3c(=O)n(Cc4ccc5c(c4)OCO5)c(=S)[nH]c3c2)C1 (configuration not stated)	13.7%
CC(C)(C)c1cc(C(=O)Nc2ccccc2)ccn1	19.8%
CN(C)C(=O)[C@H]1C[C@@H]1[C@H](NC(=O)CNC(=O)[C@@H]1CCCN1C(=O)[C@H]1C[C@@H]1[C@H](NC(=O)OCc1ccccc1)c1ccccc1)c1ccccc1	-21.8%
COC(=O)c1ccc(CSc2nnc(NC(C)C)s2)cc1	-2.5%
COc1cc(C(=O)OC(C)C(=O)Nc2ccc3c(c2)OCO3)ccc1OCc1c(C)noc1C (configuration not stated)	0.0%
Cc1cc(Cl)c(S(=O)(=O)N2CCN(c3ccc(F)cc3)CC2)cc1OCC(=O)NC1CCCCC1	3.7%
COc1ccc(Cc2nnc(NC(=O)C3CCCO3)s2)cc1OC (configuration not stated)	3.7%
CCn1c(CNc2ccc(C)cc2)nnc1SCC(N)=O	9.2%
Cc1cc(=O)[nH]c(SCC(=O)O)c1C#N	9.0%
COc1ccc(CCN2C(=O)C3C4CC(C5C(C(N)=O)=NOC45)C3C2=O)cc1OC (configuration not stated)	16.6%
O=C(Nc1ccc(N2CCCC2)c(Cl)c1)c1cccnc1	8.9%
Cc1cccc(Oc2cnn(C(C)(C)C)c(=O)c2Cl)c1	-14.3%
Cc1cc(C)n(-c2nc3c(c(=O)n(C)c(=O)n3C)n2CC(O)COc2ccccc2C)n1 (configuration not stated)	11.8%
Cc1ccc(NC(=S)NN2CCOCC2)c(C)c1	-1.9%
CC(C)(C)c1csc(SCC(=O)Nc2ccc(Cl)cn2)n1	-10.0%
COc1ccc2nc(NC(=O)c3cc(C)oc3C)sc2c1	-5.9%
CCCCNS(=O)(=O)c1ccc2nc(SCC(=O)c3ccccc3OC)[nH]c2c1	-7.2%
FC(F)(F)c1cccc(-c2noc(CN3CCOCC3)n2)c1	-3.5%
Cc1ccc2oc(=O)n(CC(=O)OC(C)C)c2c1	-7.7%
CSc1ccc(NC(=O)N2CCN(c3nc4ccccc4s3)CC2)cc1	4.8%
N#CCCNC(=O)CCN1CCCCC1	-7.7%
Cc1c(Cl)cccc1-n1c(SCC(=O)NCc2ccccc2Cl)nnc1-c1ccncc1	-11.2%
COc1cc(/C=C/C(C)=O)cc(OC)c1OC	-4.0%
C=CCNc1nc(N2CCOCC2)nc(N2CCOCC2)n1	-4.8%
CCSc1nnc(NC(=O)Cc2ccccc2OC)s1	12.2%
COc1cc(-c2nc(-c3ccccc3)c(-c3cc([N+](=O)[O-])ccc3C)[nH]2)cc(OC)c1OC	10.6%
CN(C)c1nc(N(C)C)nc(N(C#N)CCOc2ccccc2)n1	-12.4%
Cn1c(CCNC(=O)c2ccccc2)nc2cc(NC(=O)C3CCCCC3)ccc21	-8.5%
O=C(CSc1nnc(-c2cccnc2)n1-c1ccccc1)N1CCN(c2ccc(F)cc2)CC1	-12.2%
Cc1cccc(-c2nnc(SCc3ccccc3)o2)c1	-25.1%
O=C(O)c1cc(C(F)(F)F)nc2ccccc12	4.3%
CCN(c1ccccc1)S(=O)(=O)c1ccc(OCC(=O)Nc2cc(C)on2)cc1	-15.0%
COc1ccccc1N1CCN(C(=O)CSc2nc3ccccc3[nH]2)CC1	17.4%
CC(=O)N1CCN(c2ccc(NC(=O)c3ccc(C)cc3)cc2)CC1	2.5%
CC1(C)CC(=O)C2=C(C1)OC1=C(C(=O)CC(C)(C)C1)C2c1ccccc1	-0.4%
COC(=O)c1cccc(C(=O)Nc2ccc(F)cc2)n1	-1.0%
CCSc1ncnc2sc3c(c12)CCC3	-12.8%
Cc1nc2ncnn2c(C)c1Cc1c(Cl)cccc1Cl	-1.2%
Cc1sc2ncn(CC(=O)NCCc3ccccc3)c(=O)c2c1C	-1.9%
Cc1cccc(-n2c(SCC(=O)N3CCCC3)nc3n[nH]c(C)c3c2=N)c1	-22.8%
CCn1c(C)c(/C=N/Nc2nc3ccccc3s2)c2ccccc21	-9.9%
Cc1ccc(S(=O)(=O)N2CCCCC2)cc1C(=O)Nc1ccc(N2CCOCC2)cc1	-0.6%
Cc1ccc(C2C(=O)N(C3CCCC3)CC(=O)N2C2CCCCC2)cc1 (configuration not stated)	-21.7%
COc1ccc(OC)c(CN(CCCN2CCOCC2)C(=O)Nc2ccccc2)c1	-6.0%
CC(Oc1cc(-c2ccccc2)cc2ccccc12)C(=O)N1CCOCC1 (configuration not stated)	-0.3%
COc1cc(C(=O)N/N=C\c2ccccc2)c([N+](=O)[O-])c(OC)c1OC	-7.1%
O=C(NCc1ccco1)C1CCCN(S(=O)(=O)c2ccccc2)C1 (configuration not stated)	-8.6%
O=C(CSCc1ccccc1)N1CCN(c2cccc(C(F)(F)F)c2)CC1	17.2%
Cn1c(-c2ccc(F)cc2)cnc1NCc1cccc(F)c1	-2.0%
Cc1cccc(N2CCN(C(=O)Cc3cn(C)c4ccccc34)CC2)c1C	19.0%
CNc1ccc(Br)cc(C(=O)/C=C/c2cc(OC)ccc2OC)c1=O	4.0%
NS(=O)(=O)c1ccc(Nc2nc(-c3ccc4ccccc4c3)cs2)cc1	-2.9%
Cc1ccc(CN(C#N)c2nc(C)cc(C)n2)cc1	-20.6%
Cc1ccc(C23CC4CC(CC(C(=O)N5CCOCC5)(C4)C2)C3)cc1	-15.5%
O=S(=O)(c1ccccc1C(F)(F)F)N1CCN(S(=O)(=O)c2ccccc2C(F)(F)F)CC1	-11.3%
CC(C)(C)C(=O)/C(=C\c1ccc([N+](=O)[O-])cc1)n1cncn1	89.0%*
CC(C)=C1C(=O)C(c2ccccc2)=C2CN3C(=O)N(CCc4ccccc4)C(=O)[C@]3(C)[C@H]21	4.4%

Going on with the list.
canonical_smiles	HT1080 viability
O=C(NCC(c1cccs1)N1CCOCC1)c1ccco1 (configuration not stated)	9.0%
COC(=O)[C@@]1(Cc2ccc(OC)cc2)[C@H]2c3cc(C(=O)N(C)C)n(Cc4ccc(OC(F)(F)F)cc4)c3C[C@H]2CN1C(=O)c1ccccc1	-23.2%
Cc1oc(CC(C)C)cc1C(=O)Nc1cccc2ccccc12	-16.1%
Cc1cccc(NC(=O)CSc2nnc(-c3ccco3)o2)c1	5.0%
Cc1ccc(C(=O)Nc2cccc(C(=O)O)c2)cc1S(=O)(=O)N1CCOCC1	-3.9%
Cc1[nH]nc(N=CC2=C(O)CC(c3ccco3)CC2=O)c1-c1ccc(Cl)cc1 (configuration not stated)	0.9%
COc1cccc(C(=O)Nc2ccc(N3CCN(S(C)(=O)=O)CC3)cc2)c1	-4.9%
O=C(CSc1nnc(-c2ccc(F)cc2)o1)Nc1ccccc1N1CCOCC1	-3.3%
CCCN(CCC)C(=O)Cn1c(=O)n(CCC(=O)NCCc2ccccc2)c(=O)c2ccccc21	15.4%
CCCC1(c2ccccc2)NC(=O)N(CC(=O)Nc2sc(-c3ccccc3)cc2C(=O)OCC)C1=O (configuration not stated)	5.8%
COC(=O)[C@@]1(Cc2ccccc2)[C@H]2c3cc(C(=O)N4CCCC4)n(Cc4c(CO)[nH]cc(C)c4=O)c3C[C@H]2CN1C(=O)c1ccccc1	-14.5%
COc1ccc(C2C(C(C)=O)=C(O)C(=O)N2c2cccnc2)cc1OC (configuration not stated)	-16.7%
O=C(Nc1cccn(Cc2ccc(F)cc2)c1=O)NC1CCCCC1	-23.3%
CCCn1nnc(NC(=O)c2ccc(F)cc2)n1	-15.4%
Cc1ccc(O)c(C2=NNC(O)(C(F)(F)F)C2)c1 (configuration not stated)	-1.1%
O=C(NCCc1ccccc1)C(NS(=O)(=O)c1cccc2nsnc12)c1ccccc1 (configuration not stated)	3.4%
C=CCn1c(-c2ccc(OC)cc2)csc1=Nc1c(C)n(C)n(-c2ccccc2)c1=O	-2.0%
CC1=C(/C=C/C(=O)O)C(C)(C)CCC1	0.7%
CS(=O)(=O)N(Cc1ccc(C(=O)NCCSCc2ccco2)cc1)c1ccccc1	-4.5%
Cc1sc2nc(SCC(=O)C(C)(C)C)n(Cc3ccco3)c(=O)c2c1C	27.3%

Reformatted field by field: part of the list above
> CCCn1nnc(NC(=O)c2ccc(F)cc2)n1
  HT1080 viability: -15.4%

> Cc1ccc(O)c(C2=NNC(O)(C(F)(F)F)C2)c1 (configuration not stated)
  HT1080 viability: -1.1%

(continued)
canonical_smiles	HT1080 viability
C/C=C/C(=O)Nc1nnc(C(C)C)s1	-9.6%
Cc1ccccc1-c1nnc(-c2ccccc2C)o1	-3.3%
Cc1ccc(C(O)P(=O)(OC2CCCCC2)OC2CCCCC2)cc1 (configuration not stated)	19.0%
O=C(NC1CCCCC1)c1ccc(COCC(F)(F)F)o1	-14.5%
Cc1cccc(OCCn2c(-c3ccco3)nc3ccccc32)c1	-1.4%
COc1ccc(C)cc1NC(=O)CCCN1C(=O)CCC1=O	1.0%
O=C(Nc1cccn2ncnc12)C(Cl)Cl	-5.0%
CCOc1ccc(NC(=O)CSc2nnc(CCNC(=O)c3ccc(OC)cc3)n2C)cc1	-17.5%
COc1ccc(CN2CCCCC2C)cc1OC (configuration not stated)	10.8%
COc1ccc(Cl)cc1NC(=S)NCc1ccco1	12.4%
O=[N+]([O-])c1ccc(O)c(NC(=S)Nc2ccccc2)c1	-6.8%
O=C(Nc1ccc(N2CCOCC2)cc1)c1ccc(Cl)nc1	10.8%
CC(C)OC(=O)CC12CN3CN(C1)CC(CC(=O)OC(C)C)(C3)C2=O	1.5%
FC(F)(F)c1cc(-c2ccccc2)nc(NC2CCCC2)n1	-4.1%
COc1ccc(-c2cc(C(F)(F)F)nc(SCC(=O)NCCN3CCOCC3)n2)cc1OC	-1.7%
COc1nn(CC(=O)N2N=C(C(F)F)CC2(O)C(F)F)cc1[N+](=O)[O-] (configuration not stated)	5.6%
Cc1ccc2[nH]cc(C(=O)NCc3cccs3)c(=O)c2c1	15.1%
CC(C)(C)C(=O)COC(=O)CNC(=O)c1ccc(Oc2ccccc2)cc1	-3.2%
O=C(CN1C(=O)C2C3C=CC(C3)C2C1=O)NCc1ccccc1 (configuration not stated)	29.7%
CC(CC(=O)O)CC(=O)Nc1ccc(S(N)(=O)=O)cc1 (configuration not stated)	3.5%
O=C(CSc1nc(-c2ccco2)cc(C(F)(F)F)n1)NC1CCCCCCC1	1.9%
CCN(CC)S(=O)(=O)c1ccc(NC2=NS(=O)(=O)c3ccccc32)cc1	3.7%
CC1CCN(CC(=O)Nc2ccccc2-c2ccccc2)CC1	-16.4%
Cn1cccc1/C=N/NC(=O)c1cccnc1	-6.2%
CCOc1ccc(NC(=O)N[C@@H](CCSC)C(=O)OC)cc1	-4.0%

Molecules shown so far that contain a Cl atom (12):
canonical_smiles	HT1080 viability
O=C(O)Cc1ccc(C(=O)c2ccc(Cl)cc2)s1	-4.0%
Cc1ccccc1-n1nc(C)c2cc(C(=O)N3CCN(S(=O)(=O)c4ccc(Cl)cc4)CC3)sc21	-15.8%
Cc1cc(Cl)c(S(=O)(=O)N2CCN(c3ccc(F)cc3)CC2)cc1OCC(=O)NC1CCCCC1	3.7%
O=C(Nc1ccc(N2CCCC2)c(Cl)c1)c1cccnc1	8.9%
Cc1cccc(Oc2cnn(C(C)(C)C)c(=O)c2Cl)c1	-14.3%
CC(C)(C)c1csc(SCC(=O)Nc2ccc(Cl)cn2)n1	-10.0%
Cc1c(Cl)cccc1-n1c(SCC(=O)NCc2ccccc2Cl)nnc1-c1ccncc1	-11.2%
Cc1nc2ncnn2c(C)c1Cc1c(Cl)cccc1Cl	-1.2%
Cc1[nH]nc(N=CC2=C(O)CC(c3ccco3)CC2=O)c1-c1ccc(Cl)cc1 (configuration not stated)	0.9%
O=C(Nc1cccn2ncnc12)C(Cl)Cl	-5.0%
COc1ccc(Cl)cc1NC(=S)NCc1ccco1	12.4%
O=C(Nc1ccc(N2CCOCC2)cc1)c1ccc(Cl)nc1	10.8%

A portion of the library; rates above refer to the full screens.
